CRFR2-BP ag = agonists of CRF-BP/CRF-R2 complex, primary screen, cell-based, HEK293, calcium dye fluorescence, uHTS; activation, % at 13.2 µM; 350,000 tested, 0.46% active; calcium dye fluorescence (FLIPR); percent of saturating CRF peptide response; CRF-binding protein / CRF receptor 2 complex (human); AID 588473, 2011;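 active = activation of at least 50%, plus an integration ratio under a set limit after plate pattern correction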;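 note: plate controls were neutral control wells without compound for no effect and CRF at EC100 for full effect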
CRFBP-R2 block = antagonists of CRF-BP/CRF-R2 complex, primary screen, cell-based, HEK293, calcium dye fluorescence, uHTS. CRF-induced calcium fluorescence. inhibition, % at 11.8 µM. 350,000 tested, 0.59% active. AID 588475, 2011;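 active = inhibition of the ligand-induced calcium signal above about 50% at the single tested concentration, limit read from the data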
PHOSPHO1 block = PubChem AID 1565 | recombinant PHOSPHO1, absorbance phosphatase assay | Phosphoethanolamine/phosphocholine phosphatase (Homo sapiens), Q8TCT1 | inhibition, % at 13.3 µM | 290,000 tested, 1.1% active; in the data active = inhibition above about 60%
Target sequence (Q8TCT1 whole entry, looked up): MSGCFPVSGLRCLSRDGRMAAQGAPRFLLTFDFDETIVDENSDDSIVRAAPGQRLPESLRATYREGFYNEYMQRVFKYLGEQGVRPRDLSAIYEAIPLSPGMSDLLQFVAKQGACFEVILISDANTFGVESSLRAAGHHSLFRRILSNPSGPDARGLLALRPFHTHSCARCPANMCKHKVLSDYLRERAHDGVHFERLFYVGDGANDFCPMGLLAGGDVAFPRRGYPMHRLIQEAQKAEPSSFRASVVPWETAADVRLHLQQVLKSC
MEKK3 PB1 HTS = modulators of MEKK3-MEK5 PB1 binding, primary screen, biochemical, wildtype MEKK3, multiplex bead flow cytometry, Alexa488-MEK5; Mitogen-activated protein kinase kinase kinase 3 (Homo sapiens), Q99759; bead-based flow cytometry, Alexa488-MEK5 binding to MEKK3; actives lie on both sides; 0 = blocked by unlabeled MEK5, 100 = vehicle; binding response (% of control), % at 10 µM; 290,000 tested, 1.4% active; AID 1529, 2009;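 active = binding response more than 3 SD above or below the average of its plate-row segment, actives on both sides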;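 note: Alexa488 bead fluorescence after subtracting the streptavidin-only scavenger bead signal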
Target sequence (Q99759 whole entry, looked up): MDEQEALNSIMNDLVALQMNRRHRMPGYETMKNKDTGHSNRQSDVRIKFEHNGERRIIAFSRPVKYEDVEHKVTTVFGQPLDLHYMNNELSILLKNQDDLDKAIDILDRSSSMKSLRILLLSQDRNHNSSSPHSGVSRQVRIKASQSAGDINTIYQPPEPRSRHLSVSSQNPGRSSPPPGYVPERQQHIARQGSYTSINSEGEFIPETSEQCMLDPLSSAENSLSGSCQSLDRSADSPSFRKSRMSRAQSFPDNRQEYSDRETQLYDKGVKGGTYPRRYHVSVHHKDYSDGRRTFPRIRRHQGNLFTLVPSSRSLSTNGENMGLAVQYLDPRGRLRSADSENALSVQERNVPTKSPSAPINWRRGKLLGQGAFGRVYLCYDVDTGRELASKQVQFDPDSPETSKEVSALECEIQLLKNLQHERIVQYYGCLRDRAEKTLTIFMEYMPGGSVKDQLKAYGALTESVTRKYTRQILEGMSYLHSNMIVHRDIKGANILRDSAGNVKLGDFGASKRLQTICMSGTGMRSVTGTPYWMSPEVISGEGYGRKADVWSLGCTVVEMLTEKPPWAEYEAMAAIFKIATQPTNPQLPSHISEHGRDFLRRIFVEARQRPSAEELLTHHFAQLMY
GalR3 antag = GalR3 antagonists in HEK293 cells, primary screen, cell-based, fluorescence readout; Galanin receptor type 3 (Homo sapiens), O60755; HEK293 GalR3-CNG cAMP membrane potential fluorescence; galR3 body fused to GalR1 C-terminus; inhibition, % at 3 µM; 360,000 tested, 0.44% active;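 active = inhibition above the screen-wide average plus 3 SD, cut at about 13% in these data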;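 note: forskolin and galanin both at EC90 stimulate the cells; cAMP rise reported by CNG channel membrane potential dye signal; 0% = forskolin plus galanin with DMSO and 100% = forskolin alone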
pCIP destab = p/CIP-EGFP fusion destabilizers, primary screen, fluorescence, F442A cells; Q05BA5; 16 h; decrease of EGFP signal, % at 10 µM; 290,000 tested, 0.01% active;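 active = EGFP signal decrease of at least 30% at 10 µM or well 3 SD below plate mean, unless failing retest; inactive = the rest, including hits failing retest or dose response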; note: some compounds called inactive have numbers as strong as hits; many of its hits are not listed in these tables
CHRM4 PAM = human M4 muscarinic receptor positive allosteric modulators, primary screen, CHO-K1 cells, Fluo-8 calcium fluorescence; CHO-K1 hM4/Gqi5, ACh EC20; 0% = ACh EC20, 100% = maximal ACh; Muscarinic acetylcholine receptor M4 (Homo sapiens), P08173; activation, % at 3 µM; AID 624126, 2012; 360,000 tested, 0.4% active;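 active = activation above its plate's cutoff, the mean activation of sample wells plus 3 SD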; note: some results filed as inactive read as strong as hits
IDE inh = human IDE inhibitors in live cells, primary screen, fluorescence polarization, HEK cells, FAbetaB substrate; Insulin-degrading enzyme (Homo sapiens), P14735; FAbetaB cleavage; inhibition, % at 5.59 µM; 320,000 tested, 0.41% active; AID 434962, 2010;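 active = percent inhibition above the average of all tested compounds plus 3 SD, set per screening campaign, cut at about 16% in these data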;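 note: IDE supplied by intact live HEK cells; FP after avidin binding of uncleaved biotin substrate so inhibition keeps polarization high; 0% = DMSO wells and 100% = 60 µM reference IDE inhibitor Ii1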
IDE cell activ = human IDE activators in live cells, primary screen, fluorescence polarization, HEK cells, FAbeta-B substrate; Insulin-degrading enzyme (Homo sapiens), P14735; FAbeta-B cleavage; 0% vehicle, 100% cell-free pure enzyme wells; activation, % at 5.96 µM; 340,000 tested, 0.073% active; AID 493087, 2011;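 active = activation above the mean of all tested compounds plus 3 SD, set per screening campaign, cut at about 17% in these data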
Active calls of the source: *; . = not tested or not shown.

item	mol	CRFR2-BP ag	CRFBP-R2 block	PHOSPHO1 block	MEKK3 PB1 HTS	GalR3 antag	pCIP destab	CHRM4 PAM	IDE inh	IDE cell activ
1	COc1ccc(CCN2CC3=C(C2=O)C(c2ccccc2)NC(=O)N3C)cc1OC (stereo unspecified)	-0.3	3	-12	95	-1	-3	9	-1	0
2	COc1ccccc1OCC(=O)Nc1ccc(S(=O)(=O)N2CCOCC2)cc1	-2.1	5	28	103	-9	13	-6	6	-3
3	COc1cc2cc(Oc3ccc4ccc(=O)oc4c3)c(=O)oc2cc1O[C@@H]1O[C@H](CO)[C@@H](O)[C@H](O)[C@H]1O	1.8	-3	.	.	-2	.	15	1	6
4	O=C(Cn1cnc2c(OCc3ccccc3)ncnc21)NCc1ccccn1	-2.2	16	.	.	-3	.	8	-7	3
5	COc1cc(C(=O)NCCNc2nc3c(C)c(C)ccc3cc2C#N)cc(OC)c1OC	-0.3	9	14	101	-6	-10	5	4	1
6	CCN(CC(=O)Nc1ccccc1C(F)(F)F)C(=O)CCS(=O)(=O)c1ccc(C)cc1	-1.0	3	.	.	-3	.	0	3	1
7	COc1ccc(CCNc2nc3ccccc3n3cnnc23)cc1OC	-2.8	0	0	98	0	-11	5	0	2
8	CCNC(=S)N(CCc1ccccc1C)Cc1cc2cc(OC)c(OC)cc2[nH]c1=O	-0.3	5	-24	98	-5	8	0	-4	3
9	C/C(=N\Nc1nc(N2CCOCC2)nc(N2CCOCC2)n1)c1cccs1	-3.0	-25	-10	93	-4	-17	-4	5	6
10	O=C(O)c1ccc(-c2sc(Nc3ccccc3)n[n+]2-c2ccc(F)cc2)cc1	-1.1	0	-24	98	.	-8	0	-4	5
11	O=C(O)c1ccc2c3c(cccc13)C(=O)N(c1cccc3ccccc13)C2=O	0.4	-1	-8	106	-1	-17	6	4	2
12	Cc1ccc(NC(=O)CSCC(=O)Nc2ccc(S(=O)(=O)N3CCOCC3)cc2)cc1	-1.2	-3	41	101	2	-43	-1	2	1
13	O=C1CC(C(=O)Nc2ccc(F)cc2)S/C(=N\N=C\c2ccco2)N1 (stereo unspecified)	-0.9	9	-1	121	2	-3	-5	2	0
14	Cc1nc(NCCc2ccccc2)sc1C(=O)N(C)C	-0.7	-5	-139	103	-8	9	5	-1	-4
15	CC(C)N1CCC(N2CCN(Cc3ccc4nsnc4c3)CC2CCO)CC1 (stereo unspecified)	1.2	3	-8	99	-7	-18	11	-7	2
16	CCCCn1c(N)c(N(CC(C)C)C(=O)CCCn2c(=O)oc3ccccc32)c(=O)[nH]c1=O	-0.1	-6	.	.	4	.	4	-2	3
17	CCC(=O)N1CCc2cc(S(=O)(=O)CCC(=O)NCCc3ccc(S(N)(=O)=O)cc3)ccc21	1.0	-7	34	103	2	-3	2	-3	5
18	O=S1(=O)CCN(Cc2ccc(Cl)c(C(F)(F)F)c2)CC1	-0.5	-7	35	104	-4	8	-1	-1	4
19	CC1(c2ccc3noc(-c4ccccc4)c3c2)OCCO1	0.2	-2	1	104	-2	1	10	3	5
20	O/N=C/c1ccccc1OCc1ccc(Cl)cc1	-0.8	0	9	110	-4	-10	-8	-2	7
21	CC(C)(C)c1cccc(OCCCSc2ncccn2)c1	-0.2	3	11	102	6	-1	6	-3	-1
22	CN(C)S(=O)(=O)c1cccc(NC(=S)N2CCc3ccccc32)c1	-1.1	-23	24	98	-7	17	-2	-1	3
23	O=C(Cc1ccccc1)NCC(=O)N1CCN(Cc2cccc(Cl)c2)CC1	1.3	-3	.	.	-6	.	3	-2	4
24	CCOC(=O)c1c(C)[nH]c(C)c1S(=O)(=O)NCCN1CCN(c2ccccc2F)CC1	-0.3	5	22	103	-9	-11	13	3	2
25	O=C(O)c1cc(Cl)c(Cl)cc1C(=O)N1CCOCC1	0.6	18	15	98	-3	-1	9	-4	-2
26	Cc1nc(C(=O)Nc2ccccc2)sc1C1(C)CC(c2cccc([N+](=O)[O-])c2)=NO1 (stereo unspecified)	2.6	-4	39	96	-7	-6	-4	8	-3
27	CCNC(=S)Nc1ccc2c(c1)oc1ccccc12	-0.9	-10	.	.	-3	.	-26	-2	5
28	Cc1cccc(-n2c(N)cc(=O)nc2SCC(=O)NC2CCCCC2)c1	4.2	-15	-11	86	.	5	4	2	5
29	CNC(=O)COC(=O)/C=C/c1cn(-c2ccccc2)nc1-c1ccc(C)o1	-2.3	10	27	96	-1	1	-12	-4	3
30	CCOc1ccccc1NC(=O)C1CCCN(S(=O)(=O)c2ccccc2)C1 (stereo unspecified)	-1.7	6	.	100	-2	2	-2	-3	2
31	CCOC(=O)c1cnc2ccc(C)cc2c1Sc1ccccc1	-1.3	5	32	104	-3	-12	7	5	0
32	O=C(COC(=O)CN1C(=O)c2ccccc2C1=O)NC1CCCC1	1.6	6	39	102	-7	3	-3	3	3

Full records, looked up by structure. Order of screens: CRFR2-BP ag	CRFBP-R2 block	PHOSPHO1 block	MEKK3 PB1 HTS	GalR3 antag	pCIP destab	CHRM4 PAM	IDE inh	IDE cell activ
Entry for COc1cc2cc(Oc3ccc4ccc(=O)oc4c3)c(=O)oc2cc1O[C@@H]1O[C@H](CO)[C@@H](O)[C@H](O)[C@H]1O : 1.8	-3	.	.	-2	.	15	1	6
Entry for CCC(=O)N1CCc2cc(S(=O)(=O)CCC(=O)NCCc3ccc(S(N)(=O)=O)cc3)ccc21 : 1.0	-7	34	103	2	-3	2	-3	5

(more compounds)
item	mol	CRFR2-BP ag	CRFBP-R2 block	PHOSPHO1 block	MEKK3 PB1 HTS	GalR3 antag	pCIP destab	CHRM4 PAM	IDE inh	IDE cell activ
33	O=C(O)CNc1nc(-c2ccccc2)nc2ccccc12	5.2	7	22	100	-9	5	2	-1	0
34	C=C(C)c1cccc(C(C)(C)NC(=O)N2CCCC(C(N)=O)C2)c1 (stereo unspecified)	0.8	-32	11	103	-3	2	5	4	2
35	O=C(NCc1ccco1)c1cc2nc(C3CC3)cc(C(F)(F)F)n2n1	-0.3	-3	2	86	2	-4	-2	5	3
36	O=C(NC(=S)Nc1ccc(N2CCCCC2)c(Cl)c1)c1ccc2c(c1)OCCO2	4.4	-11	-31	.	-2	-5	-3	6	10
37	CN(CC(=O)NCCCN1CCOCC1)S(=O)(=O)c1ccc(F)cc1	-0.1	-5	6	104	-6	5	-3	-3	4
38	O=C(NC1CCCCC1)C(c1cccs1)N(C(=O)C(F)(F)F)c1ccccc1 (stereo unspecified)	1.0	-4	-1	103	-2	-1	-5	-3	2
39	COc1cc(S(=O)(=O)NCC2OCCc3ccccc32)ccc1-n1cnnn1 (stereo unspecified)	1.8	-18	-7	105	-3	-5	-3	-1	-1
40	CC(=O)c1nn(-c2ccc(C(F)(F)F)cc2)c(=O)[nH]c1=O	-0.3	1	11	98	-6	-10	1	0	3
41	CC(CN1CCOCC1)C(=O)c1ccccc1 (stereo unspecified)	-2.2	9	-16	101	-1	-8	4	-2	2
42	Cc1sc2ncn(CC(=O)NCCCC(=O)N3CCC(C)CC3)c(=O)c2c1C	0.5	17	40	103	-9	-1	-7	2	2
43	CN(CC(=O)N1CCCCCC1)S(=O)(=O)c1cccc2cccnc12	-1.5	-11	-4	109	-1	-5	4	4	-1
44	O=C(NCC(=O)N1CCN(c2ncccn2)CC1)c1ccccc1OC(F)F	1.6	3	.	.	-1	.	-1	4	1
45	Cc1nn(C)c(C)c1/C=C(\C#N)C(N)=O	-2.1	12	13	103	-3	2	-4	5	-1
46	Cc1cccc(CC2SC(N3CCN(c4ccccc4)CC3)=NC2=O)c1 (stereo unspecified)	-2.9	15	-12	122	-2	-2	-3	6	3
47	Cc1cccn2c(=O)c(C=O)c(N3CCN(c4ccccc4)CC3)nc12	-1.0	-4	38	103	2	-10	-7	0	-1
48	CC(=Nc1ccc2c(c1)nc(CO)n2C)C1=C(O)CC(C)(C)CC1=O	-0.6	10	22	103	-1	-10	16	1	-5
49	COc1ccc(-c2c(C)nn3c(N4CCC(C(=O)NCCN(C)C)CC4)cc(C)nc23)cc1OC	-0.6	8	-31	100	-5	-15	10	-5	3
50	Cc1ccccc1NC(=S)N(CCCN1CCOCC1)Cc1cccs1	-2.3	-3	-15	105	-1	3	-14	-5	6
51	Cc1cc(C)n2nc(SCC(=O)NC3CCCC(C)C3C)nc2n1 (stereo unspecified)	-1.2	5	13	97	-5	-17	9	-1	0
52	CCOc1ccc(-c2nc(N)ncc2Oc2cccc(OC)c2)c(O)c1	-0.3	54*	-5	101	1	5	6	1	0
53	COC(=O)c1cc(NC(=O)CN2C(=O)CSC2=O)ccc1Cl	-0.2	1	14	94	-3	2	4	1	3
54	OC(COCCOc1ccc(Br)cc1)CN1CCN(Cc2ccccc2)CC1 (stereo unspecified)	2.7	-15	-22	99	-5	-5	0	-1	-4
55	Cc1cc2n(n1)C(c1c[nH]c3ccccc13)Nc1ccccc1-2 (stereo unspecified)	0.6	4	0	100	.	-5	4	4	0
56	CC1CC(C)CN(CCCNC(=O)CN2C(=O)c3cccnc3Oc3ccc(Cl)cc32)C1 (stereo unspecified)	-1.6	1	7	103	-1	-7	-16	-5	0
57	O=C(O)/C=C/c1cccnc1	0.7	1	-3	102	1	6	11	0	3
58	COc1ccccc1C1C(C(N)=O)=C(C)Nc2nc(-c3ccc(Cl)cc3)nn21 (stereo unspecified)	-2.2	-8	-3	100	4	-10	3	5	4
59	O=C(COC(=O)Cc1ccsc1)Nc1ccc(S(=O)(=O)N2CCOCC2)cc1	0.4	21	-12	101	-4	2	8	0	-1
60	CC(C)C[C@H](NC(=O)N1CC(=O)Nc2ccccc21)C(=O)N[C@@H](Cc1ccccc1)C(=O)O	-0.5	3	14	99	-7	-7	-2	4	8
61	CC/C=C/C(=O)N1CC2(CC(c3cccc(NC(=O)CCCCC)c3)=NO2)C[C@H]1C(N)=O (stereo partly specified)	0.7	12	22	110	3	-5	8	9	1
62	Cc1cccc(N(C(=O)c2csnn2)C(C(=O)NCc2ccccc2)c2cccs2)c1 (stereo unspecified)	0.3	6	35	94	-6	-10	-3	4	-1
63	Cc1nn(CCO)c2nc(-c3cccs3)cc(C(F)(F)F)c12	-0.7	-4	3	89	1	-9	2	-3	4
64	CCS(=O)(=O)N1CCN=C1SC(C)c1ccccc1 (stereo unspecified)	-0.3	-6	54	104	-7	12	-1	0	2
65	NC(=O)c1ccc(NC(=O)c2ccc(COc3ccc(F)cc3)o2)cc1	-1.2	2	.	.	-8	.	2	4	1
66	Cc1ccccc1-c1nc(CS(=O)(=O)CC(=O)NCCCN2CCCC2=O)c(C)o1	-1.7	14	-9	102	1	-7	9	7	3
67	Cc1ccccc1Cc1c(C)nc2c(C(=O)N3CCN(Cc4ccc5c(c4)OCO5)CC3)cnn2c1C	0.1	6	.	104	-5	.	9	10	-4
68	Cn1cc(CN2CCCC(C(=O)Nc3cccc(-n4cccn4)c3)C2)cn1 (stereo unspecified)	-0.3	-11	26	97	-1	4	-5	2	-1
69	CC1=NN(c2ccc(Cl)cc2)C(=O)/C1=C\c1cccn1-c1ccc(S(N)(=O)=O)cc1	-2.8	-3	-5	85	-3	5	10	0	4
70	CC(C)NC(=O)CN(Cc1ccccc1)S(=O)(=O)c1ccccc1	-1.9	7	11	100	-1	7	3	-2	2

Screening data (PubChem)
